Compound activity as filed in PubChem BioAssay.
hERG protect = compounds protecting human hERG from proarrhythmic drug block | CHO-hERG, FluxOR thallium flux, dofetilide IC70 present | AID 1511 | Q12809 | actives 0.51% (n = 310,000) | activation (rescue from dofetilide block), less the hit threshold, % at 10 µM;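 active = activation above the mean of controls blocked by dofetilide plus 5 SD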;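 also: thallium influx through hERG after potassium depolarization seen as dye fluorescence rise; in these data hits start at about 4.7%; inactives centre near -7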
GSK3A inh = blocks human GSK-3 alpha kinase; P49840; ADP-Glo luminescence, 60 min; inhibition, % at 10 µM; actives 0.1% (n = 320,000); AID 2650;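 in the data active = inhibition above about 50%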;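 also: GST-tagged GSK-3 alpha with peptide substrate and 25 µM ATP; 0% = DMSO neutral wells and 100% = GW8510 positive control wells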
GSK3beta inhib = human GSK3beta kinase inhibition | GST-GSK3beta kinase, ADP-Glo luminescence, 60 min; active compounds read low | activity score (negative = inhibition), % at 10 µM | actives 0.038% (n = 300,000);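 active = more than half of replicate wells score below -50%, meaning over 50% inhibition versus plate controls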;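 also: 0% = median DMSO wells and -100% = median GW8510 positive control wells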
Target sequence (P49841 whole entry, looked up): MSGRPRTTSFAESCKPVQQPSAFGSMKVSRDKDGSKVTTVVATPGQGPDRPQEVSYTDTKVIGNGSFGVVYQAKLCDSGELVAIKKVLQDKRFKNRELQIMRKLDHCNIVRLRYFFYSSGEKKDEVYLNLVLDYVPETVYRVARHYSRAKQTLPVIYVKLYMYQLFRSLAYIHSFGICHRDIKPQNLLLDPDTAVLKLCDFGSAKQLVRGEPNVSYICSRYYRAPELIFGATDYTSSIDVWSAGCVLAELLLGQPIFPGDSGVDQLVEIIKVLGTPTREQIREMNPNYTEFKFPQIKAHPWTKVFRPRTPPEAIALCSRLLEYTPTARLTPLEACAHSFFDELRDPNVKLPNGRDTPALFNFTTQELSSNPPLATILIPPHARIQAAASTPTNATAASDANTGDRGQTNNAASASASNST
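test system = GST-tagged human GSK3beta kinase, cell-free | reagent = 25 µM ATP with peptide substrate | dosing = one dose of 10 µM per compound | schedule = 60 min reaction, RT | detection = luminescent ADP-Glo measurement of ADP formed | control set = DMSO neutral wells and GW8510 at 20 µM as positive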
Dyrk1A ADPGlo = blocks rat Dyrk1A kinase activity | Q63470 | ADP-Glo luminescence, NFATc1 peptide | inhibition, % at 12.5 µM | actives 0.43% (n = 310,000) | AID 504441; in the data active = inhibition above about 50%;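 also: plate controls were vehicle with enzyme for no effect and no enzyme for full effect; many of its hits are not listed in these tables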
PolyA inh = inhibitors of polyadenylation in S. cerevisiae; S. cerevisiae SKY197-pL101 polyadenylation reporter, beta-gal luminescence; efflux-impaired pdr1/pdr3 knockout yeast; score 100 = 6 SD above DMSO; calls only at 12 µM; actives 0.02% (n = 300,000); AID 1875;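 active = lowest replicate activity score at least 50, where 100 means six control SD above control mean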;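 also: yeast exposed to compound for 9 h at 30 °C; higher score means more reporter readthrough which indicates perturbed polyadenylation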
RGS4 inh = human RGS4 inhibition; P49798; actives 0.45% (n = 310,000); HEK293 M3R/RGS4 inducible, Fluo-4 calcium flux; active compounds read high; triggered by carbachol at its EC20; B-score at 10 µM;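 active = B-score, a plate-corrected calcium signal, over three deviations above library mean, with baseline fluorescence within five deviations of library mean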;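 also: RGS4 expression induced by doxycycline in cells with stable M3 receptor; B-score is computed from the integrated fluorescence ratio over baseline after carbachol; higher B-score means a larger calcium signal and so more RGS4 inhibition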
Target sequence (P49798 whole entry, looked up): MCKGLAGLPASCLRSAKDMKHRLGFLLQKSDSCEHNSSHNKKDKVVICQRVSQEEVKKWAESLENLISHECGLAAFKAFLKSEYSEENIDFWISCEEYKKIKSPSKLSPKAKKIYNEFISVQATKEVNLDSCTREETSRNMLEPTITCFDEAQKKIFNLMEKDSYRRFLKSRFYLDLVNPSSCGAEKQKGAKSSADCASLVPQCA
KCNK9 block = human KCNK9 channel inhibition; HEK293 KCNK9, FluxOR thallium flux fluorescence; active compounds read low; B-score at 10 µM; actives 1.2% (n = 310,000); AID 488922;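 active = ratio B-score over 3 SD below the library mean, with starting fluorescence within 5 SD of its mean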;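 also: negative B-score means less thallium flux so channel inhibition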
RGS4 act = RGS4 potentiation or activation; HEK293 M3R/inducible RGS4, carbachol calcium flux Fluo4; active compounds read low; actives 0.92% (n = 310,000); B-score at 10 µM;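 active = B-score of the integrated calcium signal more than 4 SD below the library mean, with starting fluorescence not abnormally high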;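 also: negative B-score means reduced calcium response which marks RGS4 activation or potentiation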
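Reagent: ECmax carbachol challenge; Test system: M3R-expressing HEK293 line, RGS4 induced by doxycycline; Schedule: overnight RGS4 induction, 30 min dye load 37 °C, 20 min compound RT; Detection: calcium dye Fluo4 fluorescence; Read-out: Agonist-evoked peak-minus-minimum fluorescence over baseline, integrated ratio, B score.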
KCNK3 block = human KCNK3 channel inhibition, primary screen; O14649; actives 0.84% (n = 340,000); CHO-KCNK3 thallium flux, FluxOR fluorescence; active compounds read low; B-score at 10 µM;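 active = B-score under library mean minus 4 SD, starting fluorescence ratio at most library mean plus 5 SD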;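 also: more negative B-score means stronger inhibition of thallium flux through KCNK3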
Target sequence (O14649 whole entry, looked up): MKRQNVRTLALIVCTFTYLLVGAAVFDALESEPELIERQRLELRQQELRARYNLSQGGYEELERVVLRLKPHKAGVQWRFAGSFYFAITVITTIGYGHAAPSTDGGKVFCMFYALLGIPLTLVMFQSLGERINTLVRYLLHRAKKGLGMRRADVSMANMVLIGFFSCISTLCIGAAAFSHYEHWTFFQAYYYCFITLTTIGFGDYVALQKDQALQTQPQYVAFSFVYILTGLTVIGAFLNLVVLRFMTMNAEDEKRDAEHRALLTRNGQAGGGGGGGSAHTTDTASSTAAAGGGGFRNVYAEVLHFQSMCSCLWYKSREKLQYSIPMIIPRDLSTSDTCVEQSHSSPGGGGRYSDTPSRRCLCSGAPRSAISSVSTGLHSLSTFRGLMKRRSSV
KCNQ1 block = human KCNQ1 channel inhibition | CHO-K1 KCNQ1, FluxOR thallium flux fluorescence; active compounds read high | B-score at 10 µM | actives 1.3% (n = 310,000);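 active = compounds whose thallium flux B-score, printed positive for inhibition, exceeds three library SD while starting fluorescence stays within three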;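 also: channel opened by potassium depolarization with thallium stimulus after 20 min compound exposure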
KCNQ1 act = potentiators or activators of human KCNQ1 potassium channel; CHO-K1 KCNQ1, thallium flux FluxOR fluorescence; active compounds read high; B-score at 10 µM; actives 0.35% (n = 310,000); AID 2648;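 active = fluorescence ratio B-score, a plate-corrected score, at least three library SD, with initial intensity B-score within 5 SD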
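Medium – assay buffer, equal DMSO in all wells · Material – CHO-K1 cell line with stable KCNQ1 potassium channel expression · Signal – kinetic FluxOR thallium fluorescence, 10-s 1-Hz baseline, 110-s post-stimulus read · Compound – single concentration per compound, DMSO matched to controls · Schedule – 37 °C overnight plating, 90-min dark dye load, 20-min compound pretreatment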
Starred values were filed as active, the others as inactive; i = inactive; . = no result given. This is a subset, so the mix of outcomes need not match the whole.

molecule	RGS4 act	KCNK3 block	Dyrk1A ADPGlo	KCNK9 block	hERG protect	KCNQ1 act	KCNQ1 block	PolyA inh	GSK3A inh	RGS4 inh	GSK3beta inhib
N#CCCn1cc(C(=O)Nc2ccccc2Cl)c(-c2ccc(F)cc2)n1	i	i	10	i	8.2*	i	i	i	1	i	-2
Cc1ccc(N2C(=O)CC(=O)NC2=O)c(C)c1	i	i	2	i	-3	i	i	i	-17	i	1
COc1ccc(CN2C(=O)NC(=O)/C(=C\c3cccc(OC)c3OC)C2=O)cc1	i	i	-2	i	-5	i	i	i	-2	i	1
Fc1ccc(CNC2CN3CCC2CC3)cc1 (stereo not given)	i	i	0	i	-7	i	i	i	.	i	-9
CC(=O)OC1(c2ccccc2)CCN(C2CCCCC2)CC1C (stereo not given)	i	i	-2	i	-12	i	i	i	0	i	3
CCCCC(=O)N/N=C/c1c(O)n(Cc2ccco2)c(=O)[nH]c1=O	i	i	2	i	-17	i	i	i	-1	i	-3
COC(=O)C(NC(=S)N1CC2C[C@@H](C1)Cn1c2cccc1=O)C(C)C (stereo not given in full)	i	i	6	i	-5	i	i	i	.	i	-1
O=c1[nH]c(=O)n(C2CCCCC2)c(O)c1C=Nc1ccc(N2CCOCC2)cc1	i	i	-3	i	-3	i	i	i	2	i	7
Cn1c(O)c(C(=Nc2ccc(F)cc2)c2ccccc2Cl)c(=O)n(C)c1=O	i	i	.	i	-3	i	i	i	1	i	-1
CCN(CC)CCCN=Cc1c(O)n(-c2ccccc2F)c(=O)[nH]c1=O	i	i	-2	i	-6	i	i	i	15	i	3

molecule	RGS4 act	KCNK3 block	Dyrk1A ADPGlo	KCNK9 block	hERG protect	KCNQ1 act	KCNQ1 block	PolyA inh	GSK3A inh	RGS4 inh	GSK3beta inhib
CCCCC/C(=N/O)c1c(C)[nH]c2ccccc12	i	i	.	i	-4	i	i	i	-3	i	0
O=C(OCC(=O)c1ccc([N+](=O)[O-])cc1)/C(=C\c1ccc(Cl)cc1)NC(=O)c1ccccc1	i	i	.	i	-13	i	i	i	-3	i	3
Cc1c(C(c2ccc(Br)cc2)c2c(O)c3ccccc3oc2=O)c(=O)n(-c2ccccc2)n1C (stereo not given)	i	i	4	i	-15	i	i	i	-3	i	-6
O=c1[nH]c(O)c(Cc2ccc3c(c2)OCO3)c(=O)[nH]1	i	i	1	i	-10	i	i	i	-4	i	3
COc1ccc(-c2nn(CCC#N)cc2C(=O)O)cc1	i	i	-1	i	-6	i	i	i	-3	i	1
Cc1ccccc1NC(=O)NCCN1CC1	i	i	4	i	-2	i	i	i	-1	i	-3
COc1ccc2c(c1OC)C(=O)OC2c1c(O)n(Cc2ccc(F)cc2)c(=O)[nH]c1=O (stereo not given)	i	i	.	i	0	i	i	i	.	i	-3
Cc1cccc(-n2c(-c3ccccc3)nc3ccccc3c2=O)n1	i	i	-2	i	-6	i	i	i	-1	i	0
Cc1ccc(-c2nn(CCC#N)cc2C(=O)O)cc1C	i	i	-2	i	-1	i	i	i	-2	i	3
Cc1ccc(N(C)C(=O)Oc2cccc3ccc(C)nc23)cc1	i	i	6	i	-9	i	i	i	-2	i	3

molecule	RGS4 act	KCNK3 block	Dyrk1A ADPGlo	KCNK9 block	hERG protect	KCNQ1 act	KCNQ1 block	PolyA inh	GSK3A inh	RGS4 inh	GSK3beta inhib
CCC(=NCCO)c1c(O)n(-c2ccc(Cl)cc2)c(=O)[nH]c1=O	i	i	1	i	-12	i	i	i	-2	i	-4
Cc1cc(Oc2cc(NN3CCCCC3)c([N+](=O)[O-])cc2[N+](=O)[O-])ccc1[N+](=O)[O-]	i	i	4	i	-12	i	i	i	0	i	-3
CC(=O)N1CC(=O)Nc2ccc(F)cc2C1c1ccccc1 (stereo not given)	i	i	-5	i	-15	i	i	i	-1	i	-3
O=C(c1cccs1)C1CN2CCC1CC2 (stereo not given)	-9.3*	i	2	i	-6	i	i	i	1	i	-1
COc1ccc(CNCCc2c[nH]c3ccccc23)c(OC)c1C	i	i	0	i	-7	i	i	i	3	i	0
CCC1(CC)C(=O)NC(=NCCc2c[nH]c3ccccc23)NC1=O	i	i	4	i	-12	i	i	i	-4	i	-1
Cc1nonc1OCCNCCNc1ccc([N+](=O)[O-])c2cccnc12	i	i	2	i	-13	i	i	i	-3	i	0
CC[N+]1(C)CCCC(OC(=O)C(O)(c2ccccc2)c2ccccc2)C1 (stereo not given)	i	i	10	i	-2	i	i	i	-3	i	0
COC(=O)C(=O)N1CC2(C)CNCC(C)(C1)C2=O	i	i	13	i	-5	i	i	i	-2	i	1
CCC(=NCCOc1ccc(Cl)cc1)c1c(O)n(C)c(=O)n(C)c1=O	i	i	-1	i	-31	i	7*	i	0	i	2

molecule	RGS4 act	KCNK3 block	Dyrk1A ADPGlo	KCNK9 block	hERG protect	KCNQ1 act	KCNQ1 block	PolyA inh	GSK3A inh	RGS4 inh	GSK3beta inhib
CN(C(=O)Oc1ccc(Cl)c2cccnc12)c1ccccc1	i	i	1	i	-9	i	i	i	-2	i	1
CCN1c2nc3c(C)cccn3c(=O)c2CC2(C(=O)N(C)C(=O)N(C)C2=O)C1C (stereo not given)	i	i	-1	i	-4	i	i	i	-2	i	1
CC12CN3CC(C)(CN(C1)C3c1cccs1)C2 (stereo not given)	i	i	-5	i	-8	i	i	i	0	i	2
Cc1cc(Cl)ccc1C(=O)C1CCCN(C2CCSCC2)C1 (stereo not given)	-10*	i	-4	i	-14	i	i	i	0	i	2
CC12CN3CC(C)(CN(C1)P3(=O)Oc1ccccc1)C2=O (stereo not given)	i	i	-12	i	-4	i	i	i	-4	i	2
CCC1CN(C)CCC1(OC(C)=O)c1ccccc1 (stereo not given)	i	i	-4	i	-2	i	i	i	0	i	3
CCOc1ccc(-n2c(O)c(C=Nc3ccc(NC(C)=O)cc3)c(=O)[nH]c2=O)cc1	i	i	-3	i	-10	i	i	i	-2	i	0
Cc1cc(N(CCCl)CCCl)ccc1/C=N/NC(=O)c1ccco1	i	i	1	i	-32	i	i	i	0	i	1
Cn1c(O)c(N=Nc2ccc(S(=O)(=O)N3CCOCC3)cc2)c(=O)n(C)c1=O	i	i	-7	i	-9	i	i	i	-1	i	3
COc1ccccc1CN1CCCC(C(=O)c2ccccc2OC)C1 (stereo not given)	i	i	-3	i	-5	i	i	i	-1	i	-3

molecule	RGS4 act	KCNK3 block	Dyrk1A ADPGlo	KCNK9 block	hERG protect	KCNQ1 act	KCNQ1 block	PolyA inh	GSK3A inh	RGS4 inh	GSK3beta inhib
O=C(c1ccc(N2CCCCC2)c([N+](=O)[O-])c1)N1CCC2(CC1)OCCO2	i	i	.	i	-8	i	i	i	-1	i	-1
CN1C2CCC1CC(OC(c1ccccc1)c1ccccc1N)C2 (stereo not given)	i	i	9	i	-3	i	i	i	0	i	-1
CN(C)c1ccc(C=C2C(=O)NC(=O)NC2=O)cc1[N+](=O)[O-]	i	i	16	i	-6	i	i	i	9	i	-2
Cc1ccc(N2C(=O)NC(=O)/C(=C/c3cnc(-c4ccccc4)nc3)C2=O)cc1C	i	i	-10	i	-5	i	i	i	-10	i	1
C=CCn1c(O)c(C(C)=NCCc2c[nH]c3ccccc23)c(=O)[nH]c1=O	i	i	-3	i	-8	i	i	i	10	i	-2
OC(COCc1ccc(Cl)cc1)CN1CC=C(c2ccccc2)CC1 (stereo not given)	i	i	2	i	-25	i	i	i	.	i	-3
Cc1ccc(P(=S)(c2ccc(C)o2)N2CCOCC2)o1	i	i	-1	i	-4	i	i	i	.	i	-1
O=P(O)(Oc1ccccc1)OC(c1ccccc1)C(F)(F)C(F)(F)F (stereo not given)	i	i	-8	i	-13	i	i	i	-2	i	4
CN1CCCCC1c1ccc(-c2cccnc2)nc1 (stereo not given)	i	i	20	i	0	i	i	i	1	i	-1
CN1CCN(CCC(=O)OC2CC3CCC(C2)N3C)CC1 (stereo not given)	i	i	9	i	-4	i	i	i	-3	i	3

molecule	RGS4 act	KCNK3 block	Dyrk1A ADPGlo	KCNK9 block	hERG protect	KCNQ1 act	KCNQ1 block	PolyA inh	GSK3A inh	RGS4 inh	GSK3beta inhib
COc1cc(OC)c(C=O)c(OC(=O)N(C)C)c1	i	i	-2	i	-15	i	i	i	-2	i	2
CCCCC(CC)CNCC(O)c1ccccc1 (stereo not given)	i	i	.	i	-6	i	i	i	1	i	3
O=C(CCl)NCC1CCCO1 (stereo not given)	i	i	.	i	-1	i	i	i	-4	i	1
CC(C)CN(C(=O)CN1CC=C(c2ccccc2)CC1)c1c(N)n(CC(C)C)c(=O)[nH]c1=O	i	i	-4	i	-11	i	i	i	0	i	-1
Cn1cc(C=C(C#N)C#N)c2ccccc21	i	i	-1	-8.4*	2	i	i	i	1	i	0
Cc1ccc2nc(C)n(-c3ccc(F)cc3)c(=O)c2c1	i	i	-5	i	-5	i	i	i	0	i	1
C=CCN(c1ccc(C(=O)N(CC)CC)cc1)S(C)(=O)=O	i	i	-10	i	-5	i	i	i	-1	i	1
Cn1cccc1/C=C1/C(=O)NC(=O)N(Cc2ccccc2)C1=O	i	i	-1	i	-7	i	i	i	-2	i	-1
CC(=O)Nc1ccc(OC(=O)c2ccccc2N)cc1	i	i	2	i	-8	i	i	i	-36	i	2
CCOc1ccc(N=Cc2c(O)n(CCc3ccc(OC)c(OC)c3)c(=O)[nH]c2=O)cc1	i	i	10	i	-11	i	i	i	0	i	1

Continued, starting with the last two of the part before.
molecule	RGS4 act	KCNK3 block	Dyrk1A ADPGlo	KCNK9 block	hERG protect	KCNQ1 act	KCNQ1 block	PolyA inh	GSK3A inh	RGS4 inh	GSK3beta inhib
CC(=O)Nc1ccc(OC(=O)c2ccccc2N)cc1	i	i	2	i	-8	i	i	i	-36	i	2
CCOc1ccc(N=Cc2c(O)n(CCc3ccc(OC)c(OC)c3)c(=O)[nH]c2=O)cc1	i	i	10	i	-11	i	i	i	0	i	1
Cc1cc(OCCCC(=O)NCc2cccs2)ccc1Cl	i	i	-3	i	-12	i	i	.	-2	i	-3
Oc1cccc(/C=N/NP(=S)(c2ccccc2)c2ccccc2)c1	i	i	0	i	-11	i	i	i	1	i	-3
O=c1c2ccccc2nc(-c2ccco2)n1-c1ccc(Br)cn1	i	i	5	i	-5	i	i	i	0	i	1
CC12CNCC(C)(CNC1)C2O (stereo not given)	i	i	1	i	1	i	i	i	-1	i	-1
